ERb SRC1 inh = blocks coactivator binding to human estrogen receptor beta. TR-FRET ER-beta LBD / SRC1-Cy5 peptide binding; receptor agonist-loaded with 1 µM estradiol. actives 1.3% (n = 86,000). Q92731. AID 633. inhibition, % at 25.6 µM;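 active means compounds whose percent inhibition of the receptor-coactivator binding signal exceeds about 50% in the single-dose screen, limit read from the data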;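 further: 0% = receptor plus peptide wells without compound and 100% = peptide-only wells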
Target sequence (Q92731 whole entry, looked up, the tested form may be a part): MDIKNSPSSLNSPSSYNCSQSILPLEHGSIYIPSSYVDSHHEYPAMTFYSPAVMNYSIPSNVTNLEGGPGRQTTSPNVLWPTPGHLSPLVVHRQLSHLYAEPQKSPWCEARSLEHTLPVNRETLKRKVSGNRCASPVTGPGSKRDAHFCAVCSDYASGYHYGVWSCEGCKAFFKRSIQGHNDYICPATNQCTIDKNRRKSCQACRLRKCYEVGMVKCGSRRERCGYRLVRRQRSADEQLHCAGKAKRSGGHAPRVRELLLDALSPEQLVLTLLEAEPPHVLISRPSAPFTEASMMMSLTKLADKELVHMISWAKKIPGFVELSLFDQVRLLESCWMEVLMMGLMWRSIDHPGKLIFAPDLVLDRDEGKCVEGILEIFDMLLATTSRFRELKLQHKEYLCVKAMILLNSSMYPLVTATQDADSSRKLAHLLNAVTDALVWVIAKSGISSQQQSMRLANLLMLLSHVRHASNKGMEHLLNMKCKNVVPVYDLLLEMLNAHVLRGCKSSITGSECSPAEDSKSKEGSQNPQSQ
Calb biofilm kill = kills Candida albicans biofilms; C. albicans biofilm + clotrimazole, Alamar Blue; AID 834; inhibition, % at 6 µM; actives 0.14% (n = 85,000);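 active means inhibition above 20%; inactive means inhibition below 20%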;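 further: preformed 24 hr biofilms exposed to compound for 48 hr; 0% = biofilm without compound and 100% = blank killed by clotrimazole plus chlorhexidine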
sEH act = activators of human soluble epoxide hydrolase | actives 0.04% (n = 91,000) | P34913 | purified human sEH enzymatic activity, activator screen | activation, % at 2 µM; in the data active means activation above about 37%; further: values of inactives mirror those of a sister screen read the other way
Smad3 inh = Smad3 (human) transcription factor binding inhibition | actives 0.29% (n = 88,000) | P84022 | inhibition, % at 25 µM | TR-FRET Smad3/Dy647-FoxH1 peptide binding, europium anti-His;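 active means compounds that reduce the energy-transfer binding signal between the protein and its labelled peptide by more than half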;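 further: 0% = Smad3 plus labelled peptide maximal FRET and 100% = peptide-only background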
Target sequence (P84022 whole entry, looked up): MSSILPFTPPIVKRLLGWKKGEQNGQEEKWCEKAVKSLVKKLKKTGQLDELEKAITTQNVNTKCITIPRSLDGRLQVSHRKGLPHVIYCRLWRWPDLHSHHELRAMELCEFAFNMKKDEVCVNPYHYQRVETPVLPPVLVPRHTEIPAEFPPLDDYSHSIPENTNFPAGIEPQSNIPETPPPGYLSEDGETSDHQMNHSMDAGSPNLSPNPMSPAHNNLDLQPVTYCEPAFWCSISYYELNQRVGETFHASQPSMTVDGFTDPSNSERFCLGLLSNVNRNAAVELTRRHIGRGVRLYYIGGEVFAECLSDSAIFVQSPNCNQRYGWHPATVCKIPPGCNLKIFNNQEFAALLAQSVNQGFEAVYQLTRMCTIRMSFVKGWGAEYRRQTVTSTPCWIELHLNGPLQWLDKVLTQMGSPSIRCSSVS
ERa SRC1 pot = ER-alpha (human) coactivator binding potentiation; TR-FRET ERalpha-LBD/SRC-Cy5 coactivator binding, 2 h; 100 = basal binding, no effect; coactivator binding (% of control), % at 25.6 µM; AID 639; P03372; actives 1.3% (n = 86,000); in the data active means activity above about 200%;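 further: binding measured in presence of low estradiol as agonist stimulus; 0% = peptide alone without receptor and 100% = receptor with peptide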
ERa SRC1 inh = blocks coactivator binding to human estrogen receptor alpha | TR-FRET ER-alpha LBD / SRC-1 peptide, estradiol-bound | actives 1.7% (n = 86,000) | P03372 | inhibition, % at 25.6 µM; in the data active means inhibition above about 50%;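 further: 0% = receptor plus peptide control and 100% = peptide only without receptor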
H69AR growth 86K = growth inhibitors of human H69AR lung tumor cells | AID 598 | H69AR lung tumor viability, ATP luminescence, 72 h; stronger effect = lower value | actives 6% (n = 85,000) | viability, % at 10 µM;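 active means viability at or below 40%; inactive means viability above 40%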;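 further: multidrug resistant small cell line overexpressing MRP-1 efflux transporter; 100% = mean luminescence of untreated control wells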
HUVEC prolif 384 = blocks proliferation of human endothelial cells; actives 1.1% (n = 86,000); viability, % at 10 µM (by protocol); HUVEC proliferation, CellTiter-Glo luminescence, 72 h; stronger effect = lower value;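 active means viability at or below 30%; inactive means viability above 30%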;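 further: 100% = median luminescence of DMSO-only cell control wells on each plate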
Fibroblast inh = blocks proliferation of human lung fibroblasts | LL 47 human lung fibroblast viability, ATP luminescence; stronger effect = lower value | viability, % at 10 µM | actives 1.1% (n = 85,000) | AID 719;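 active means viability at or below 50% in the single dose screen; inactive means viability above 50%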;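 further: compound exposure lasted 72 h before the ATP readout; 100% = median luminescence of untreated cell-only wells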
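material = human LL 47 lung fibroblast cells | dosing = compounds added from tenfold dosing solution, 0.1% DMSO final | timing = overnight cell rest, 72 h compound treatment at 37 °C | measured by = CellTiter-Glo luminescence measuring cellular ATP | evaluation = % viability versus median cells-only luminescence | control set = cell-only wells, no compound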
The depositor's hits bear a star; / = no result given; [ ] = dose if it differs, or a comment. This is a subset (hit frequency here may not be typical).

Order of results: ERb SRC1 inh	Calb biofilm kill	sEH act	Smad3 inh	ERa SRC1 pot	ERa SRC1 inh	H69AR growth 86K	HUVEC prolif 384	Fibroblast inh
1: Cc1cc(C(=O)Nc2c(F)cc(F)cc2Br)no1
 : -6	4	1	3	102	-11	101	108	104
2: S=c1nc(-c2ccccc2)n(CCCn2ccnc2)c2c1CCCC2
 : -2	6	/	2	129[fluorescence artefact?]	-1[fluorescence artefact?]	97	96	92
3: CC(C)C(c1nnnn1C1CCCC1)N1CCc2ccccc21 (stereo not drawn)
 : 1[fluorescence artefact?]	0	-4	-1	159	4[fluorescence artefact?]	90	93	99
4: Cc1[nH]c2ccccc2c1[C@H]1[C@@H](CC#N)C1(C)C
 : -8	-1	10	-6	103	-1	75	95	101
5: N#Cc1cc2c(nc1SCC(=O)N1CCCCC1)CCCCC2
 : -1	11	12	6	73[fluorescence artefact?]	0[fluorescence artefact?]	65	106	99
6: N#Cc1nc(-c2ccco2)oc1NCc1ccc(F)cc1
 : -2[fluorescence artefact?]	-4	-8	5	96	-4	99	89	85
7: CCOC(=O)N1CCC(Nc2c(-c3ccc(C)c(C)c3)c(=O)c2=O)CC1
 : 1	2	23	-11	116	0	33*	94	100
8: CCOc1ccc(N=C(NC#N)SCC(=O)NC2CC2)cc1
 : 10	9	6	5	108	7[fluorescence artefact?]	88	85	99
9: COCCn1c(SC(C)C(=O)Nc2ncc(Cl)cc2Cl)nc2ccccc21 (stereo not drawn)
 : -2	3	1	-1	97	9	89	75	84
10: CC(C)Oc1ccc(C(=O)NC(C)(C)CO)cc1
 : -7	0	4	-10	114	12	106	97	100
11: CCn1c(=O)c2ccccc2n2c(SCC(=O)NCc3cccs3)nnc12
 : -1[fluorescence artefact?]	5	5	1	105	2[fluorescence artefact?]	78	85	99
12: CCCN1CCN(CCCNC(=O)Cn2cc3c(n2)CCCC3)CC1
 : -11	13	/	-1	114	-8	92	87	85
13: CCCC(c1nnnn1C(C)(C)CC)N1CCN(C2CCCC2)CC1 (stereo not drawn)
 : 8[fluorescence artefact?]	7	-25	5	114	-1	75	99	98
14: CCOC(=O)C1=C(c2ccccc2)Nc2nc(C)nn2C1c1cccc(OC)c1OC (stereo not drawn)
 : -5	4	11	0	115	-2	73	96	97
15: CC(C)C[C@H](NC(=O)NCCc1ccc(Cl)cc1)C(=O)O
 : 10	-1	1	-9	116	-2	91	90	101
16: CC(C)CNC(=O)NC(=O)COc1c(F)c(F)cc(F)c1F
 : 1	8	-8	11	125	-6	94	101	95
17: O=C(O)c1ccc(-n2nc(C(F)(F)F)c3c2-c2ccoc2CC3)cc1
 : -19	6	6	-2	91	-12	95	80	99
18: CN1CCN(C(=O)C(C(=O)c2ccc(F)cc2)n2ccccc2=O)CC1 (stereo not drawn)
 : -7	5	-10	5	103	4	91	98	99
19: CC(C)(C)C(=O)Nc1ccc(N2CCCC2)cc1
 : 5[fluorescence artefact?]	10	8	-1	92	-5[fluorescence artefact?]	92	106	101
20: c1ccc(-n2cnnc2SCc2cn3ccccc3n2)cc1
 : -10	3	/	-4	113	-1	91	94	95
21: COc1ccc(NS(=O)(=O)c2ccc(N3C(=O)CCC3=O)cc2)cc1
 : -15	-5	13	-9	97	-6	80	96	105
22: Cc1cc2c(s1)c1cnn(Cc3ccccc3F)c(=O)c1n2C
 : 28	13	1	-10	101	10	59	66	80
23: Cc1cc(NC(=O)CSc2nc(C(C)C)nc3ccccc23)no1
 : -9	4	-16	1	95	-1	14*	73	75
24: O=S(=O)(Cc1ccc(Cl)cc1)NCC1CCCO1 (stereo not drawn)
 : 0	3	-8	13	139[fluorescence artefact?]	-5	93	105	102
25: CN1CCOCCOCCN(C)C(=O)N2CCOCCOCCN(CCOCC2)C1=O
 : -6	-3	-2	18	100	-4	97	104	102
26: O=C(CSc1nnc(Cc2cc(=O)[nH]c(=O)[nH]2)n1-c1ccc(F)cc1)NC1CCCC1
 : -3[fluorescence artefact?]	-4	1	6	121	-5	90	95	97
27: COc1ccc(/C=N/n2c(C)nnc2C)c(OC)c1OC
 : -24	5	/	4	99	-24	92	90	95
28: CCN1CCN(C(=O)CN(c2cc(OC)ccc2OC)S(C)(=O)=O)CC1
 : 6	10	-4	5	118	-3	97	95	98
29: CCN(CC)c1ccc2cc(-c3nnc(-c4ccc(Br)cc4)o3)c(=O)oc2c1
 : 33	3	6	-8[fluorescence artefact?]	210*	33	101	76	93
30: Cn1c(=O)c2c(ncn2Cc2ccc(Cl)c(Cl)c2)n(C)c1=O
 : -16[fluorescence artefact?]	4	1	13[fluorescence artefact?]	112	-3	87	72	92
31: O=C(NCCSCc1ccco1)c1ccc(CN2CCOCC2)cc1
 : 7	3	-10	8	110	-1	96	99	103
32: Cc1ccc(-c2nnc(SCc3nc4ccccc4[nH]3)n2Cc2ccco2)cc1
 : -3	-2	4	-13	78	0	75	112	102
33: O=C(NCc1ccc(F)cc1)c1ccc(CS(=O)(=O)Cc2ccccc2F)o1
 : -1	7	-1	2	107	-4	82	103	101
34: O=C(NC(Cc1ccccc1)C(=O)OCC(=O)N1CCc2ccccc21)c1ccco1 (stereo not drawn)
 : -4	8	/	-3	125	-4	94	89	92
35: Cc1cc(C2C(C#N)=C(N)OC3=C2C(=O)CCC3)c(C)s1 (stereo not drawn)
 : -9	8	-5	-3	102	0	87	99	99
36: Cn1c(Cc2ccc3c(c2)OCO3)nnc1SCC(=O)N1CCc2ccccc2C1
 : 8	5	-4	5	94	3	112	92	100
37: N#Cc1c(NC(=O)Cn2c(=O)oc3ccccc32)oc(-c2ccccc2)c1-c1ccccc1
 : 4	1	15	19	152	14	91	86	100
38: COc1ccc(-c2nnc(N(C)C(=O)C3CCOC3)s2)cc1 (stereo not drawn)
 : -6[fluorescence artefact?]	0	-3	-27	103[fluorescence artefact?]	-2	97	101	107
39: Cc1c(Cl)cccc1NC(=O)CSc1nnc(CCNC(=O)OC(C)(C)C)o1
 : 0	1	9	-1	88[fluorescence artefact?]	4	94	106	97
40: COc1ccc(-c2nnn(CC(=O)c3ccc4c(c3)OCCO4)n2)cc1OC
 : -15[fluorescence artefact?]	3	5	3	129	-7	89	82	108
41: COC(=O)Cn1c(CCS(=O)(=O)c2ccc(C)cc2)nc2ccccc21
 : 1[fluorescence artefact?]	0	-6	7	122	1[fluorescence artefact?]	63	115	105
42: CSc1ccc(S(=O)(=O)NC2CCCCCC2)cc1
 : 0	8	-12	4	122	5	96	84	95
43: O=C(Cn1cnc2c(nnn2-c2ccccc2)c1=O)NCCc1ccccc1
 : -8	12	/	5	117	-6	95	98	98
44: COCc1c(C(=O)OC)nnn1-c1ccccc1
 : 34	7	-2	-6	82	29	98	102	103
45: Cc1ccc(-n2ncc3c(NCc4ccc5c(c4)OCO5)ncnc32)c(C)c1
 : -8[fluorescence artefact?]	5	/	12[fluorescence artefact?]	105	-16	28*	89	68
46: O=S(=O)(NCC(c1cccnc1)N1CCN(c2ccc(F)cc2)CC1)c1cc(F)ccc1F (stereo not drawn)
 : -30	4	3	9	110	-30	80	87	99
47: Cc1ccc(NC(=O)c2cc(-c3cccc(O)c3)on2)cc1C
 : -6	3	-1	-1	121[fluorescence artefact?]	-3	95	81	94
48: COC(=O)Cc1cc(=O)n2[nH]cnc2n1
 : -11	-5	4	-7	108	4	94	101	108
49: CC1CCN(C(=O)C(Cc2ccccc2)NS(=O)(=O)c2ccc3c(c2)oc(=O)n3C)CC1 (stereo not drawn)
 : -4	3	-6	-7	122	0	87	94	89
50: O=C(CCc1nc2ccccc2c(=O)[nH]1)OCc1nnc(-c2ccccc2)o1
 : 12	2	3	4	96	17	97	91	98
51: CC1(C)N([O-])C(c2ccccc2)=C[N+](=O)C1(C)C
 : 1	10	1	2	94	-5	86	94	101
52: Cc1nc(C)c(C(=O)C2=C(O)C(=O)N(CCCN(C)C)C2c2ccco2)s1 (stereo not drawn)
 : -8[fluorescence artefact?]	3	/	-9[fluorescence artefact?]	118[fluorescence artefact?]	-6[fluorescence artefact?]	100	105	99
53: O=c1[nH]c2ccccc2cc1-c1noc(-c2cccnc2)n1
 : 18	/	2	8	97	19[fluorescence artefact?]	75	85	96

Reformatted tab-delimited: part of the list above.
No.	structure	ERb SRC1 inh	Calb biofilm kill	sEH act	Smad3 inh	ERa SRC1 pot	ERa SRC1 inh	H69AR growth 86K	HUVEC prolif 384	Fibroblast inh
45	Cc1ccc(-n2ncc3c(NCc4ccc5c(c4)OCO5)ncnc32)c(C)c1	-8[fluorescence artefact?]	5	/	12[fluorescence artefact?]	105	-16	28*	89	68
46	O=S(=O)(NCC(c1cccnc1)N1CCN(c2ccc(F)cc2)CC1)c1cc(F)ccc1F (stereo not drawn)	-30	4	3	9	110	-30	80	87	99
47	Cc1ccc(NC(=O)c2cc(-c3cccc(O)c3)on2)cc1C	-6	3	-1	-1	121[fluorescence artefact?]	-3	95	81	94
48	COC(=O)Cc1cc(=O)n2[nH]cnc2n1	-11	-5	4	-7	108	4	94	101	108
49	CC1CCN(C(=O)C(Cc2ccccc2)NS(=O)(=O)c2ccc3c(c2)oc(=O)n3C)CC1 (stereo not drawn)	-4	3	-6	-7	122	0	87	94	89
50	O=C(CCc1nc2ccccc2c(=O)[nH]1)OCc1nnc(-c2ccccc2)o1	12	2	3	4	96	17	97	91	98
51	CC1(C)N([O-])C(c2ccccc2)=C[N+](=O)C1(C)C	1	10	1	2	94	-5	86	94	101
52	Cc1nc(C)c(C(=O)C2=C(O)C(=O)N(CCCN(C)C)C2c2ccco2)s1 (stereo not drawn)	-8[fluorescence artefact?]	3	/	-9[fluorescence artefact?]	118[fluorescence artefact?]	-6[fluorescence artefact?]	100	105	99
53	O=c1[nH]c2ccccc2cc1-c1noc(-c2cccnc2)n1	18	/	2	8	97	19[fluorescence artefact?]	75	85	96

Compound activity: PubChem BioAssay, several laboratories
